Screening data from PubChem.
NR2F2 inh – NR2F2 transcriptional activity inhibitors, primary screen, cell-based, luciferase reporter, HEK293T, luminescence | HEK293T NGFI-A luciferase reporter | inhibition, % at 8.6 µM | actives 0.7% (n = 370,000);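 active = inhibition above a per-plate cutoff, mean inhibition of test wells between control levels plus 3 SD, cut at about 38% in these data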;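 also: cells cotransfected with COUP-TFII expression vector driving the NGFI-A reporter; 0% = median of COUP-TF2 test wells and 100% = reporter-only cells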
Target sequence (P24468 whole entry, looked up): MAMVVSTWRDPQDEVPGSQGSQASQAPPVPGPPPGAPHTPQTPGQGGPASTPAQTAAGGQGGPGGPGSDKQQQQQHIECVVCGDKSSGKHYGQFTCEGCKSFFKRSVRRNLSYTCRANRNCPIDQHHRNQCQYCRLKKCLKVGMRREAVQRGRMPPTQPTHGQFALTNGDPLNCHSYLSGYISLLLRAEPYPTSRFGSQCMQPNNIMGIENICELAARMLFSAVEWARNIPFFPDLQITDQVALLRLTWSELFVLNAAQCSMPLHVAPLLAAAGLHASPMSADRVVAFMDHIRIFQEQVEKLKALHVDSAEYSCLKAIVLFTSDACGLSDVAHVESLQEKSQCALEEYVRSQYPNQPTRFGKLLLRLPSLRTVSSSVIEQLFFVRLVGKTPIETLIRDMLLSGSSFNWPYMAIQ
TROY NFkB inh – inhibitors of TROY-driven NF-kB signaling, primary screen, Q293 LMP1-TROYcd cells, NF-kB luciferase, uHTS; actives 0.98% (n = 360,000); inhibition, % at 10 µM; Q293 LMP1-TROYcd NF-kB luciferase reporter, 4 h;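 active = compounds whose plate-normalised and pattern-corrected inhibition of the luciferase reporter signal at the single screening dose is 50% or more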
NR5A2 inv ag – LRH-1 (NR5A2) inverse agonists, primary screen, cell-based, luminescence, HEK293T, StAR-luciferase reporter | LRH-1 transfected, 24 h | inhibition, % at 3.6 µM | actives 0.13% (n = 360,000) | AID 602396, 2012;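 active = inhibition above the mean inhibition of all tested compounds plus 3 SD, cut at about 73% in these data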;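 also: 0% = DMSO wells and 100% = reporter-only cells lacking LRH-1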
Target sequence (O00482 whole entry, looked up): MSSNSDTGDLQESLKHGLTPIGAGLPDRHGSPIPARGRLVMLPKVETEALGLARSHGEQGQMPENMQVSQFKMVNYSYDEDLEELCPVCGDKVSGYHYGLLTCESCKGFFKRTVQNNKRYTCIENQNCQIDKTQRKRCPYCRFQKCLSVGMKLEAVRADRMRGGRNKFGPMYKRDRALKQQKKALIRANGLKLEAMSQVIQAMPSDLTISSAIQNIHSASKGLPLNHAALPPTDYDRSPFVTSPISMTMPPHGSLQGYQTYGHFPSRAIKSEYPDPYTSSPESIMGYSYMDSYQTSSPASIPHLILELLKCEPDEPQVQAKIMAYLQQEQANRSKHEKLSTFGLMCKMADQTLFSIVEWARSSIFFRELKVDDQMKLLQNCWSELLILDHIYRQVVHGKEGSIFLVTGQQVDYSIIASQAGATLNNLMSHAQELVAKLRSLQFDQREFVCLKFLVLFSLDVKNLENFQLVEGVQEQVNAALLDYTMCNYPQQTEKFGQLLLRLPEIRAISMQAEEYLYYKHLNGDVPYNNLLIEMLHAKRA
NCOA2 inhibitor – inhibition of GAL4-SRC2 driven luciferase reporter, primary screen, SRC2 inhibitor project, cell-based, luminescence; actives 0.17% (n = 370,000); Nuclear receptor coactivator 2 (Homo sapiens), Q15596; inhibition, % at 9 µM; HEK293 GAL4-SRC2 luciferase reporter;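 active = inhibition above the mean inhibition of all tested compounds plus 3 SD, set per campaign, cut at about 52% in these data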;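 also: 0% = DMSO treated cells and 100% = cells given Gossypol at 36 µM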
TLR9-MyD88 block – inhibitors of TLR9-MyD88 association in cells, primary screen, cell-based, CHO, BLA complementation, fluorescence. Toll-like receptor 9 (Homo sapiens) + Myeloid differentiation primary response protein …. actives 0.21% (n = 340,000). inhibition, % at 4.98 µM. CCF4 FRET ratio. AID 504734, 2011;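 active = inhibition above the mean over all tested compounds plus 3 SD, cut at about 21% in these data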;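 also: 0% = DMSO only wells and 100% = clavulanate BLA inhibitor control wells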
TRAIL sens C8 – viability loss with TRAIL in NB7+C8 cells, primary screen, TRAIL sensitizer project, cell-based, ATPlite luminescence; actives 1% (n = 360,000); inhibition (viability loss, TRAIL sensitization), % at 10 µM;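 active = compounds causing at least 50% loss of cell viability in the single-dose screen, relative to plate controls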
Vif inh – HIV Vif self-association inhibitors, primary screen, imaging, HEK293T, single point | inhibition, % at 7.49 µM | HEK293T cells, Vif self-association by quenched fluorescence, 24 h | actives 0.35% (n = 340,000) | AID 602346, 2012; in the data active = inhibition above about 50%, passing the limit was not always enough; also: some results filed as inactive read as strong as hits
NCOA1 inh – SRC1 coactivator transcriptional activity inhibitors, primary screen, cell-based, luminescence; Nuclear receptor coactivator 1 (Homo sapiens), Q15788; HEK293 GAL4-SRC1 luciferase reporter; inhibition, % at 3.6 µM; actives 0.12% (n = 360,000);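 active = inhibition above the campaign mean plus 3 SD, with each screening campaign given its own cutoff, cut at about 60% in these data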;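 also: 0% = DMSO treated cells and 100% = gossypol at 36 µM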
NCOA3 inh – SRC3 coactivator transcriptional activity inhibitors, primary screen, cell-based, luminescence; actives 0.17% (n = 360,000); Nuclear receptor coactivator 3 (Homo sapiens), Q9Y6Q9; HEK293 GAL4-SRC3 luciferase reporter; inhibition, % at 3.6 µM; AID 588352, 2011;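 active = inhibition above a per-campaign cutoff, the mean of all compounds plus 3 SD, cut at about 60% in these data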;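 also: 0% = DMSO-treated cells and 100% = gossypol-treated cells at 36 µM; higher means less SRC3-driven luciferase light from the GAL4 reporter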
LMP1 NFkB inh – EBV LMP1-driven NF-kappaB luciferase reporter inhibitors, primary screen, cell-based, luminescence, single point. LMP1-induced NF-kappaB luciferase reporter cells. inhibition, % at 12.5 µM. actives 0.69% (n = 350,000); in the data active = inhibition above about 41%;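 also: 0% = neutral control wells and 100% = reference inhibitor control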
NOD2-RIPK2 inh – NOD2-RIPK2 binding disruptors in cells, primary screen, fluorescence, CHO cells, BLA complementation | CCF4 ratio | inhibition, % at 4.98 µM | actives 0.38% (n = 360,000) | AID 624267, 2012; in the data active = inhibition above about 21%;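 also: 0% = vehicle only and 100% = reference blocker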
* = called active by the depositor; . = no result given. A portion of the library (hit frequency here may not be typical).

SMILES	NR2F2 inh	TROY NFkB inh	NR5A2 inv ag	NCOA2 inhibitor	TLR9-MyD88 block	TRAIL sens C8	Vif inh	NCOA1 inh	NCOA3 inh	LMP1 NFkB inh	NOD2-RIPK2 inh
COCCN1C(=O)C(O)=C(C(=O)c2ccco2)C1c1cccc(Oc2ccccc2)c1 (centres undefined)	-3.3	-17.5	-5.3	8.7	0.6	-21.6	15.0	-5.6	17.6	0.6	4.9
Cc1onc(-c2ccccc2Cl)c1C(=O)NC(=S)NCC(=O)c1ccccc1	-1.2	-19.2	-5.1	-92.5	5.7	-0.2	-0.7	-19.6	-22.7	0.9	-5.1
CC(=O)Nc1cccc(-c2ccnc3c2CC(C(=O)Nc2cccc(Oc4ccccc4)c2)O3)c1 (centres undefined)	-4.1	40.9	-19.0	-22.2	.	-2.6	-17.0	1.8	4.8	.	1.2
CCOc1ccc2oc(=O)cc(CN3CCN(Cc4ccccc4)CC3)c2c1	-6.5	-12.7	16.7	-18.8	0.3	-9.9	8.3	-6.6	-21.3	11.2	-1.2
CCN(CC)S(=O)(=O)c1ccc2oc(SCc3ccc(F)cc3)nc2c1	20.3	18.7	23.9	7.1	3.1	-6.8	.	-8.2	-16.6	4.8	-4.9
COc1cccc(C(=O)OC(C)C(=O)NCC2CCCCC2)c1 (centres undefined)	2.9	-0.3	-10.9	11.9	7.3	-11.0	1.7	-3.2	3.0	6.5	2.6
CC1(C)Cc2c(cnn2-c2ccccc2)C(NC(=O)CCc2ccc(=O)[nH]n2)C1 (centres undefined)	0.3	-3.1	-0.9	-10.2	0.5	-2.9	-10.2	-1.3	-13.0	10.5	-8.4
O=[N+]([O-])c1ccc(C(=S)N2CCN(Cc3ccccc3)CC2)cc1	9.1	0.3	8.9	2.7	5.0	-6.4	14.0	9.8	20.0	1.2	1.4
CC(C)(C)NC(=O)C1c2ccccc2OCC(=O)N1Cc1ccc2c(c1)OCO2 (centres undefined)	4.8	11.9	17.6	-12.1	.	-2.2	.	.	.	.	-0.6
COc1cc(F)ccc1-c1cc(C(=O)NCc2ccc(F)cc2)[nH]n1	-4.5	-1.0	-7.3	9.7	.	-12.3	15.6	-11.7	10.5	.	-10.1
Cc1nn2c(N)c(-c3ccccc3)cnc2c1-c1ccc(Cl)cc1	-32.5	26.8	-84.6	-39.0	10.2	5.5	-4.3	-117.1	-84.6	-48.5	-2.6
CCN1CCN(S(=O)(=O)c2ccc3[nH]c(=O)oc3c2)CC1	-0.7	-0.4	11.1	-8.4	1.2	0.2	4.9	-39.4	-9.7	4.1	10.2
COc1ccc2sc(-c3ccc(N(C)C)cc3)c(-c3cnc(OC)nc3)c2c1	-25.4	-15.5	2.8	-43.5	-3.3	14.2	.	-42.4	-46.5	-10.3	-1.5
CN(C(=O)COC(=O)c1n[nH]c2ccccc12)C1CCS(=O)(=O)C1 (centres undefined)	-17.4	5.8	8.1	5.8	-2.6	5.9	-10.9	11.4	6.6	4.2	-12.9
Cc1cnccc1NC(=O)c1cccs1	2.1	-5.7	-16.1	-15.5	-3.2	-11.4	5.0	30.1	22.1	4.4	-6.1
CC1(C)Cc2[nH]c(=O)c(C#N)cc2CS1	2.0	7.8	-11.0	3.0	-7.4	-4.6	2.6	-5.8	11.4	-6.3	-7.8
CCCN(CC1CC1)C(=O)COC(=O)c1ccc(CNS(=O)(=O)c2ccc(F)c(Cl)c2)cc1	-5.5	20.6	24.1	-42.1	-12.4	-17.1	-1.2	-22.4	-6.2	-6.1	-2.8
Cc1nnc(SCC(=O)Nc2nc3ccccc3s2)n(N)c1=O	7.0	11.0	-10.2	-3.9	4.8	3.2	-2.8	4.0	10.7	-9.5	-3.3
O=C1CC[C@@H]2CC3(C[C@@H]4CCN1[C@H]24)Nc1ccccc1NC3=NC1CCCCC1 (some centres undefined)	8.1	-4.0	3.6	-4.1	-9.3	-12.5	-3.1	-9.2	8.7	-2.6	-5.0
Cc1ccc(N(C)C(=O)c2ccc3c(Cl)c4c(nc3c2)CCC4)cc1C	-5.7	-25.4	7.4	-8.4	1.2	-2.4	.	-30.6	-18.6	-8.5	6.1
Cc1ccc(NC(=O)COC(=O)Cn2cnc3c2c(=O)n(C)c(=O)n3C)cc1	-3.1	1.7	-34.1	-16.2	-11.8	0.6	13.0	3.8	-4.2	-8.6	5.6
O=C(CSc1nnc(SCc2ccc(Cl)cc2)s1)N/N=C/c1c[nH]c2ccccc12	-3.3	-12.1	-0.9	9.3	-7.8	17.8	7.4	-16.5	-8.8	2.5	-2.8
Cc1oc2c(c1C(=O)O)C(=O)c1ccccc1C2=O	3.4	-13.4	13.7	-24.0	8.6	13.0	.	1.0	10.6	2.8	-14.8
COc1cccc(CN(C)C(=O)CCN(c2ccccc2)S(=O)(=O)c2ccc(C)cc2)c1OC	1.2	-14.2	21.2	-19.9	6.2	-11.4	-0.9	-3.1	-11.2	7.0	-4.9
N#CCCn1cc(C(=O)Nc2ccc([N+](=O)[O-])cc2)c(-c2cc3ccccc3o2)n1	8.2	-12.6	9.1	-32.5	-6.5	4.0	3.0	-18.2	-3.0	7.8	5.9
COCC(C)n1c(SCC(=O)NC(=O)Cc2ccccc2)nc2ccccc2c1=O (centres undefined)	-21.5	0.1	9.3	3.9	-4.5	-2.1	2.3	-17.1	33.7	-3.5	-3.4
CC(=O)NC(C)C(=O)OCC(=O)c1ccc(Cl)s1 (centres undefined)	-1.1	7.5	3.5	13.4	-2.2	-6.1	3.0	-1.8	-11.9	-5.0	2.9
CSc1nccc(Oc2ccc(C#N)cc2)n1	1.6	0.9	-10.5	-42.1	3.9	-6.5	-6.8	-5.9	-5.3	-0.5	10.7
COC(=O)c1cc(S(=O)(=O)Nc2cccc(S(N)(=O)=O)c2)oc1C	17.8	12.9	10.5	5.1	-1.9	-1.0	13.6	21.1	14.7	-0.7	2.1
Cc1ccc(C(=O)NCCc2ccccc2)cc1	.	67.1*	-100.6	.	-11.0	63.8*	-1.6	-22.0	-13.4	57.3*	-3.8
OC[C@@H]1CN(Cc2cccnc2)C[C@H](n2cnc3c(N4CCOCC4)ncnc32)O1	-0.3	12.4	-7.0	-30.2	.	-3.4	-8.5	-13.0	-2.3	.	-0.5
COC(=O)C(C)NC(=S)N1CCN(c2c(F)cc3c(=O)c(C(=O)O)cn(C4CC4)c3c2OC)CC1C (centres undefined)	4.8	5.9	-11.7	-24.6	8.4	7.8	3.4	4.7	-0.3	-5.8	-0.2
CCCS(=O)(=O)N1CCCC(C(=O)NCCc2ccc(Cl)cc2)C1 (centres undefined)	-13.9	-8.3	-7.5	-4.4	-0.8	-1.4	-9.4	-24.9	-6.9	0.2	10.3
O=C(NCc1ccccc1F)C(=O)NCC1CCCN1S(=O)(=O)c1cccs1 (centres undefined)	-6.3	5.8	-1.1	3.6	1.8	-11.0	9.6	-3.5	4.7	5.3	-8.0
COc1ccccc1NC(=O)C(C)N(C)Cc1ccc(Cl)s1 (centres undefined)	10.4	4.6	5.0	14.0	3.3	2.5	7.0	-2.4	22.0	-3.8	0.7
COc1cc(C(=O)NCC(=O)N/N=C(C)\C=C\c2ccccc2)cc(OC)c1OC	-13.9	-20.7	-5.3	-7.0	-0.1	4.8	5.6	3.4	19.9	11.3	-3.0
C[C@@H](NC(=O)c1nc[nH]c1C(=O)NC1CCN(C(=O)OC(C)(C)C)CC1)c1ccccc1	-7.9	8.2	-0.4	-8.7	1.3	9.1	-5.6	-7.3	10.8	-5.4	5.0
CCN(CC(=O)Nc1ccccc1C(F)(F)F)C(=O)CCc1c(C)[nH]c(=O)c(C#N)c1C	14.0	-5.5	-5.2	3.2	-4.4	-8.4	-0.5	23.0	-3.3	-4.6	-2.2
CN1CCN(C(=O)c2ccc(S(=O)(=O)c3ccc(Br)cc3)cc2)CC1	-2.5	8.1	4.7	-1.9	-7.7	2.0	-1.1	-2.8	21.1	-2.1	-6.8
CNC(=O)Cn1ncc2c3ccccc3n(C)c2c1=O	.	6.6	7.2	.	-9.4	14.9	2.0	-10.8	-4.7	-8.1	-6.0

Only NR5A2 inv ag, TLR9-MyD88 block and NCOA2 inhibitor, for two of the compounds above:
| Molecule | NR5A2 inv ag | TLR9-MyD88 block | NCOA2 inhibitor |
| --- | --- | --- | --- |
| Cc1ccc(C(=O)NCCc2ccccc2)cc1 | -100.6 | -11.0 | . |
| OC[C@@H]1CN(Cc2cccnc2)C[C@H](n2cnc3c(N4CCOCC4)ncnc32)O1 | -7.0 | . | -30.2 |

Continued:
SMILES	NR2F2 inh	TROY NFkB inh	NR5A2 inv ag	NCOA2 inhibitor	TLR9-MyD88 block	TRAIL sens C8	Vif inh	NCOA1 inh	NCOA3 inh	LMP1 NFkB inh	NOD2-RIPK2 inh
COC(=O)NC1CCC(NC(=O)OC)CC1 (centres undefined)	8.0	4.2	20.8	17.4	5.0	1.2	-1.1	-1.1	13.6	2.2	-0.1
Cc1cc(C(O)c2ncc(-c3cccc4ccccc34)[nH]2)ccc1F (centres undefined)	4.2	17.7	-0.5	31.6	.	21.9	-5.9	16.4	1.1	.	8.0
CCOc1[nH]n(-c2ccccc2)c(=O)c1C=Nc1ccc(OC)cc1	6.3	-23.9	11.7	18.2	6.5	-4.3	-21.1	1.5	11.5	-40.9	1.8
Cc1ccc(CNc2ncnc3c2cnn3-c2ccccc2)cc1	3.8	-48.6	3.1	-4.9	6.0	19.4	2.0	-4.6	-17.1	-1.5	-4.0
Cc1nc2ccccn2c1C(=O)NCc1cccnc1	-0.1	-4.2	-22.3	-35.5	-11.7	-34.9	-7.0	-1.6	-10.4	1.8	-5.7
CN(C)CC(C)(C)CNC(=O)c1cc(Br)cc(Br)c1O	6.7	12.4	1.8	-23.9	1.5	-1.0	5.4	3.4	-17.0	-13.8	-16.6
CCOC(=O)Cn1ncn(-c2ccc(OC(F)(F)F)cc2)c1=O	2.8	-13.0	3.1	-1.4	2.4	-0.5	3.1	0.2	8.3	4.1	-4.7
Cc1ccc2ccccc2c1NC(=O)Cn1nnc(-c2cccnc2)n1	-5.4	0.5	-13.9	0.6	-2.6	-5.0	-1.8	11.7	11.3	0.2	-7.8
COc1cccc(C(=O)OCC(=O)NCCc2ccccc2)c1OC	-7.7	22.9	-4.4	0.6	-4.0	-3.0	6.9	-8.8	4.3	3.4	-5.5
Cc1cccc(N(CC(=O)NCc2ccco2)C(=O)CCC(=O)Nc2nccs2)c1	10.4	-8.6	7.4	2.9	-15.1	-5.8	11.8	-33.8	6.4	-1.8	-11.4
C=CCn1c(COc2cccc3cccnc23)nnc1SCC(=O)O	-6.2	-4.2	-9.7	-6.3	-1.2	7.9	0.8	-4.5	-8.0	0.5	1.5
O=C(NCCC1=CCCCC1)C(=O)NCC(c1ccco1)N1CCN(c2ccccc2F)CC1 (centres undefined)	-1.2	11.1	3.6	12.1	1.9	20.9	-13.0	-7.9	18.8	4.9	-11.2
